HCMV inh = inhibitors of human cytomegalovirus | HFF cells, HCMV-luciferase reporter, 72 h; stronger effect = lower value | activity change, negative = inhibition, % at 57.5 µM | actives 4.5% (n = 410,000); in the data active = activity change below about -60%; inconclusive = no clear call, values can overlap the other calls; inactive = above about -39%
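Steps: HFFs plated, 16 h 37C; compounds added; HCMV-luciferase added to MOI 1 PFU/cell; 72 h 37C; OneGlo reagent, 5 min room temperature; luminescence read, normalized to controls.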
AmpC detergent = AmpC beta-lactamase inhibition with detergent present; P00811; AmpC hydrolysis of nitrocefin, absorbance 480 nm, 0.01% Triton; Potency, µM (highest dose often 114 µM), without a hit: top-dose activity change, negative = inhibition, most hits filed as inhibitors; actives 0.041% (n = 370,000); AID 485294;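 also: potency is read from the fitted curve at half-maximal effect; 0% = no-compound wells and -100% = no-enzyme wells; nearly all actives have a fitted effect of over 25% in size; some results filed as inactive show a strong effect at the top dose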
Target sequence (P00811 whole entry, looked up): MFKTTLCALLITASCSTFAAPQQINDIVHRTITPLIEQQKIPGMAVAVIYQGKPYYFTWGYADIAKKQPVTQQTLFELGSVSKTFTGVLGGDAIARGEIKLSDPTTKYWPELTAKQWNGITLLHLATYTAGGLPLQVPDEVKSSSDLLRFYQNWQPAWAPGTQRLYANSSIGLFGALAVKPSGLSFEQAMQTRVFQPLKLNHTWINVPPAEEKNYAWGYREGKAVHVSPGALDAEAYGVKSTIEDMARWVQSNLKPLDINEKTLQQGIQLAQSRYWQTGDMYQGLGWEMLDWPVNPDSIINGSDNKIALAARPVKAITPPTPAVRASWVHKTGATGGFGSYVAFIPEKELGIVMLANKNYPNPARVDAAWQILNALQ
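AmpC (5.3 nM in the dispensed reagent) in 20 mM phosphate pH 7.0 with 0.01% (detergent screen) or 0.0001% Triton X-100 was preincubated with compounds for 15 min at room temperature. Nitrocefin was then added from an 800 uM solution, and hydrolysis was followed at 480 nm.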
HCV inh = inhibitors of hepatitis C virus infection; Potency, µM (top dose mostly 41.8 µM), for inactives: top-dose activity change, negative = inhibition, hits mostly inhibitors; actives 3.4% (n = 340,000); Huh7.5.1 HCVcc-Cre infection, luciferase reporter, 44 h; AID 651820; also: potency is read from the fitted curve at half-maximal effect
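Reporter virus HCVcc-Cre (~0.5 moi) infects cells exposed to compound; seeding density 1,000 cells/well with 4 h settling beforehand. Luminescence, 15 sec read, taken 44 h post-infection following a 15 min RT substrate incubation.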
AmpC inh no detg = inhibitors of E. coli AmpC beta-lactamase without detergent | actives 0.52% (n = 330,000) | AmpC nitrocefin hydrolysis, absorbance 480 nm, 0.0001% Triton | P00811 | AID 485341 | Potency, µM (top dose mostly 57.1 µM), inactives show top-dose activity change, negative = inhibition, most hits filed as inhibitors;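 also: potency is read from the fitted curve at half-maximal effect; plate controls were no compound for no effect and no enzyme for full effect; nearly all actives have a fitted effect of over 20% in size; some results filed as inactive show a strong effect at the top dose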
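20 mM phosphate pH 7.0 + 0.01% (detergent screen) or 0.0001% Triton X-100; 5.3 nM AmpC reagent; cpd preinc 15 min RT; nitrocefin (800 uM stock) to start; A480 q20 s × 4 min; Activity was normalised to no-enzyme and no-compound control wells.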
Sm TGR block = blocks Schistosoma mansoni thioredoxin glutathione reductase | Q962Y6 | purified TGR, DTNB reduction, TNB absorbance 405 nm | Potency, µM (highest dose often 114 µM), without a hit: at the top dose activity change, negative = inhibition, usual class: inhibitors | actives 3% (n = 360,000); also: potency is read from the fitted curve at half-maximal effect; nearly all actives have a fitted effect of over 60% in size
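Kinetic colorimetric format: TGR-catalysed, NADPH-driven DTNB reduction monitored via TNB absorbance. Enzyme dispensed at 20 nM; compound exposure 15 min at room temperature before reaction start.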
FBPA Giardia inh = inhibitors of Giardia lamblia fructose-1,6-bisphosphate aldolase; A8B2U2; purified Giardia FBPA; Potency, µM (series often up to 59.6 µM), without a hit: at the highest dose activity, negative = inhibition, most hits filed as inhibitors; actives 0.71% (n = 290,000); AID 2451; also: potency is read from the fitted curve at half-maximal effect; nearly all actives have a fitted effect of over 55% in size
Target sequence (A8B2U2 whole entry, looked up): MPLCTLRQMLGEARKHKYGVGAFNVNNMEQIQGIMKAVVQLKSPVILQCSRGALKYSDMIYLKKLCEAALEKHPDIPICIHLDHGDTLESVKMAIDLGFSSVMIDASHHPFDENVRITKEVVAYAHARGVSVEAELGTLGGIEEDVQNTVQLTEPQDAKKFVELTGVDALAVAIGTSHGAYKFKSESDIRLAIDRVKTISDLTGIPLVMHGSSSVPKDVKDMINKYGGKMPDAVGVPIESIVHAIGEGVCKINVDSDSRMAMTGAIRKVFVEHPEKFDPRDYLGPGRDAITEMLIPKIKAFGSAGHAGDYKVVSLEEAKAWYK
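40 nM FBPA preincubated 10 min at RT with compound (up to 57.5 uM final), then substrate plus GAPDH/TPI/NAD/arsenate coupling and diaphorase/resazurin added. Fluorescence read after 20 min at RT, 525/598 nm.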
* hit, by the source's call; ? = inconclusive; · = not tested or not shown; & = joins results of further samples; [ ] = dose if it differs, or a comment. Unless noted, calls follow the shape of the dose curve; as a rule, active = well fitted curve in the direction sought with a large enough effect; inconclusive = small, poorly fitted or top-dose-only effect, or another doubt; inactive = no such curve, though single readings can be large; an effect the other way counts as inactive or inconclusive. Unless noted, % is scaled to controls: 0 for no effect and ±100 for the full control effect.

Labels used below – A = HCMV inh; B = AmpC detergent; C = HCV inh; D = AmpC inh no detg; E = Sm TGR block; F = FBPA Giardia inh
Cc1nc(N2CCOCC2)sc1C(=O)NN
  A: 0; B: 2%; C: ?; D: 2%; E: 4%; F: 13µM*
O=C(NCCCN1CCOCC1)C(=O)NCCc1ccccc1
  A: 1; B: 6%; C: 8%; D: -17%; E: -2%; F: 1%
COC(=O)c1ccc(/C=N/OCC(=O)NC2CCCC(C)C2C)cc1 (configuration not stated)
  A: 10; B: -11%; C: ?; D: 27%; E: -9%; F: 0%
CC[N+](C)(C)Cc1ccccc1Br
  A: -10; B: -11%; C: -11%[8.37 µM]; D: -22%; E: -2%; F: -1%
COc1ccc(C2C(C#N)=C(SCC(=O)Nc3ccc(C)cc3)NC3=C2C(=O)CC(C)(C)C3)cc1 (configuration not stated)
  A: -30; B: -2%; C: -24%; D: -31%; E: 0%; F: -16%
C[C@H]1C=C(C(=O)NCc2ccccc2)O[C@@H](OCc2ccc(CO)cc2)C1
  A: -22; B: 5%; C: ?; D: -9%; E: -13%; F: 3%
Cc1ccccc1-n1cc[nH]c1=S
  A: 9; B: -1%; C: -9%; D: -16%; E: 72%[activator]; F: -6%
O=c1[nH]c2ccc(NCc3ccc(-c4ccc(Cl)cc4)o3)cc2[nH]1
  A: -22; B: 0%; C: ·; D: ·; E: -12%; F: ·
CCC(C(=O)NC1CCCC1)N(Cc1ccco1)C(=O)CNS(=O)(=O)c1ccccc1 (configuration not stated)
  A: -28; B: 1%; C: -8%; D: 1%; E: -16%; F: 11%
COc1ccc(NC(=O)Cn2c(=O)oc3cc(S(=O)(=O)NCc4ccccc4)ccc32)c(OC)c1
  A: 0; B: -3%; C: ·; D: ·; E: 3%; F: ·
CC(Sc1nnnn1C)C(=O)Nc1nc(-c2ccc(F)c(F)c2)cs1 (configuration not stated)
  A: -14; B: -4%; C: ?; D: -28%; E: -24%; F: ·
O=C(CSc1ccccc1)NCc1ccc2c(c1)CCN2C(=O)c1ccccc1
  A: 19; B: -3%; C: ·; D: ·; E: 4%; F: ·
CSc1ccccc1NC(=O)CN1CCN(Cc2ccccc2)CC1
  A: ·; B: 3%; C: ·; D: 70%[activator]; E: 9%; F: 2%
CSCCC(NS(=O)(=O)c1ccccc1)C(=O)OCc1nc2ccsc2c(=O)[nH]1 (configuration not stated)
  A: -12; B: ?; C: 0%; D: -25%; E: -1%; F: ·
CC1CC1C(=O)N(C)CC(=O)Nc1cccc(F)c1 (configuration not stated)
  A: -7; B: ?; C: 4%; D: -17%; E: -1%; F: ·
CCn1cc(CN2CCCC(C(=O)Nc3cccc(-n4cccn4)c3)C2)c(C)n1 (configuration not stated)
  A: -33; B: ?; C: 15%; D: -17%; E: 1%; F: 3%
O=C(CCc1nnc2ccc(N3CCC4(CC3)OCCO4)nn12)Nc1cc(F)ccc1F
  A: -17; B: -6%; C: 7%; D: -16%; E: 4%; F: ·
COCCn1c(CN2CCN(C(c3ccccc3)c3ccccc3)CC2)nc2c1c(=O)n(C)c(=O)n2C
  A: -7; B: -9%; C: ?; D: 41%[activator]; E: -14%; F: 14%
COc1ccccc1NC(=O)CSc1oc(-c2ccco2)nc1S(=O)(=O)c1ccc(C)cc1
  A: -9; B: 6%; C: ·; D: ·; E: -31%; F: ·
C[C@@]12C(=O)N(c3ccc(Br)cc3)C(=O)N1[C@@H]1c3ccccc3OC[C@@H]1[C@H]2c1ccccc1
  A: 6; B: ·; C: ?; D: -31%; E: ·; F: ·
CCN(CCCNC(=O)CN1C(=O)COc2ccccc21)c1ccccc1
  A: 103; B: -6%; C: -11%; D: 2%; E: -17%; F: 0%
CCCCOc1ccccc1C1CC(=O)Nc2cc(C)c(C)cc21 (configuration not stated)
  A: -27; B: -4%; C: ·; D: ·; E: 2%; F: ·
COc1ccc(N2C(=O)CC(N3CCN(S(=O)(=O)c4c(F)cccc4F)CC3)C2=O)cc1OC (configuration not stated)
  A: -25; B: -10%; C: 7%&17%; D: 43%; E: ?; F: 1%
CCc1ccc2c(c1)C(c1ccc([N+](=O)[O-])cc1)=NNC(c1ccccc1)=N2
  A: -27; B: -1%; C: 15%; D: -44%; E: -2%; F: 0%
COC(=O)c1cc(NC(=O)CCS(=O)(=O)c2cc(Br)cc3c2N(C(=O)C2CC2)CC3)cc(C(=O)OC)c1
  A: 3; B: 5%; C: ·; D: ·; E: -10%; F: ·
COc1cccc(N2CCN(C(=O)C3CCCN(c4ncnc5c4nc4n5CCCCC4)C3)CC2)c1 (configuration not stated)
  A: ?; B: ?; C: ?; D: 144%[activator]; E: -18%; F: -5%
Cc1ccc(S(=O)(=O)NC(C)C(=O)N2CCOCCOCCOCCOCC2)cc1 (configuration not stated)
  A: -5; B: ?; C: 25%; D: -2%; E: -2%; F: 5%
CCc1cc(=O)oc2c(CN3CCCC3)c(O)c(Cl)cc12
  A: 5; B: ?; C: 19%; D: -24%; E: -23%; F: -10%
O=C(N/N=C/c1ccco1)c1cccc(N2Cc3ccccc3C2)c1
  A: -25; B: 0%; C: 9%; D: -29%; E: 3.5µM*; F: -21%
CCOC(=O)c1cccc(P(=O)(C(C)(C)C)C(C)(C)C)c1
  A: -16; B: 2%; C: 3%; D: -1%; E: -15%; F: 3%
Cc1ccc(-c2csc3ncnc(N4CCN(C(=O)c5ccccc5)CC4)c23)cc1
  A: -70*; B: 3%; C: ?; D: 73%[activator]; E: -6%; F: 3%
Cc1ccc(S(=O)(=O)N2CCC(C(=O)OC(C)C(=O)NC(N)=O)CC2)cc1C (configuration not stated)
  A: -27; B: 0%; C: 7%; D: 4%; E: 7%; F: 0%
O=C(O)c1cnc(-c2ccccc2)nc1Sc1ccccc1Cl
  A: 43; B: -7%; C: 2%; D: -21%; E: 13%; F: 23%
CC1CCN(S(=O)(=O)c2nnc(NC(=O)c3cccc(F)c3)s2)CC1
  A: -2; B: 0%; C: ·; D: ·; E: -5%; F: ·
c1cncc(-c2nc(-c3ccco3)cs2)c1
  A: 6; B: ?; C: 3%; D: -28%; E: 7.9µM*; F: -16%
CCc1cc(C(=O)Nc2cc(S(=O)(=O)N(CC)CC)ccc2N2CCOCC2)sc1C
  A: -26; B: 0%; C: ?; D: 86%[activator]; E: -10%; F: ·
CCCCC(C(=O)O)C(C)CC(=O)Nc1ccn(-c2ccccc2)n1 (configuration not stated)
  A: 4; B: -7%; C: -10%; D: -30%; E: -20%; F: 17%
CCn1c(SCC(=O)Nc2ccc3c(c2)OCO3)nnc1C1CC1
  A: -27; B: 0%; C: 10%; D: -18%; E: 0%; F: -4%
Cc1cccc(C)c1NC(=O)NC1(C(=O)NCCCN2CCOCC2)CCCCC1
  A: -3; B: -14%; C: 19%; D: -8%; E: 2%; F: 5%
COc1cccc(OCc2cc(C(=O)N3C[C@H]4C[C@@H](C3)c3cccc(=O)n3C4)no2)c1
  A: 152; B: -3%; C: 3%; D: 31%; E: ?; F: -15%
O=C(NCCCc1ccccc1)Nc1ccccc1
  A: -6; B: -16%; C: 32%[activator]; D: -44%; E: -10%; F: -1%
O=C(Cc1ccccc1)N[C@@H](Cc1ccccc1)c1nc2ccccc2[nH]1
  A: -16; B: -5%; C: ?; D: -29%; E: -24%; F: 1%
Cc1cc(C)cc(OCCn2c(C3CC(=O)N(c4ccccc4Cl)C3)nc3ccccc32)c1 (configuration not stated)
  A: -17; B: 11%; C: ·; D: 96%[activator]; E: 12%; F: ·
CC1CCN(c2ccccc2NC(=O)c2ccc(C#N)cc2F)CC1
  A: -27; B: 3%; C: 10µM*; D: -7%; E: ·; F: 4%
CCN(C(=O)COC(=O)CNC(=O)c1cccc(C)c1)c1c(N)n(Cc2ccccc2)c(=O)[nH]c1=O
  A: -34; B: ?; C: 6%[8.37 µM]; D: ?; E: 1%; F: ·
C/C(=N\NC(=O)CNc1ccccc1)c1ccccc1
  A: ?; B: 7%; C: 1%; D: -10%; E: 0%; F: 0%
Cn1c(=O)c2c(nc(N3CCOCC3)n2C/C=C/c2ccccc2)n(C)c1=O
  A: -7; B: -8%; C: -9%; D: 75%[activator]; E: 7%; F: 1%
Cn1ccnc1SCc1cc(=O)[nH]c2ccccc12
  A: 42; B: ?; C: 11%; D: -8%; E: 6%; F: ?
CCCCNC(=O)CNC(=S)N(CCCN1CCOCC1)Cc1cccs1
  A: -23; B: -9%; C: 33%[activator]; D: 5%; E: -5%; F: 1%
Cn1c(N)c(C(=O)COC(=O)CCOc2ccc(C(C)(C)C)cc2)c(=O)n(C)c1=O
  A: -31; B: 1%; C: 9%; D: 160%[activator]; E: -4%; F: -3%

Following part.
Labels used below – A = HCMV inh; B = AmpC detergent; C = HCV inh; D = AmpC inh no detg; E = Sm TGR block; F = FBPA Giardia inh
Cc1ccccc1NC(=O)COC(=O)CNC(=O)c1sc2ccccc2c1Cl
  A: ?; B: ?; C: 23%; D: -7%; E: -14%; F: 1%
CNS(=O)(=O)c1cc(N(C)S(=O)(=O)c2ccc(C)cc2)c(C)cc1C
  A: ?; B: 4%; C: -2%; D: 1%; E: ·; F: -2%
CCOC(=O)c1c(NC(=O)Nc2ccc(F)cc2)sc2c1CCN(C)C2
  A: ?; B: 4%; C: ?; D: -12%; E: -7%; F: -10%
CC1CN(C(=O)c2cc3cc([N+](=O)[O-])ccc3oc2=O)CC(C)O1 (configuration not stated)
  A: -37; B: 0%; C: 2%; D: -27%; E: ·; F: -3%
COC(=O)C(=Cc1ccc(OCc2ccc([N+](=O)[O-])cc2)c(OC)c1)C(=O)OC
  A: 89; B: -2%; C: 7%; D: -8%; E: -33%; F: -2%
CCn1c(=S)sc2c(=O)n(CC(=O)Nc3ccc(OC)c(Cl)c3)c(C)nc21
  A: -15; B: -8%; C: -6%; D: 6.3µM*; E: -2%; F: -6%

Arranged by number of heavy atoms (largest number first): part of the list above.
Labels used below – A = HCMV inh; B = AmpC detergent; C = HCV inh; D = AmpC inh no detg; E = Sm TGR block; F = FBPA Giardia inh
Cn1c(N)c(C(=O)COC(=O)CCOc2ccc(C(C)(C)C)cc2)c(=O)n(C)c1=O
  A: -31; B: 1%; C: 9%; D: 160%[activator]; E: -4%; F: -3%
COC(=O)C(=Cc1ccc(OCc2ccc([N+](=O)[O-])cc2)c(OC)c1)C(=O)OC
  A: 89; B: -2%; C: 7%; D: -8%; E: -33%; F: -2%
Cc1ccccc1NC(=O)COC(=O)CNC(=O)c1sc2ccccc2c1Cl
  A: ?; B: ?; C: 23%; D: -7%; E: -14%; F: 1%
CCCCNC(=O)CNC(=S)N(CCCN1CCOCC1)Cc1cccs1
  A: -23; B: -9%; C: 33%[activator]; D: 5%; E: -5%; F: 1%
CNS(=O)(=O)c1cc(N(C)S(=O)(=O)c2ccc(C)cc2)c(C)cc1C
  A: ?; B: 4%; C: -2%; D: 1%; E: ·; F: -2%

Quoted from the results shown for reference:
Labels used below – A = HCMV inh; B = AmpC detergent; C = HCV inh; D = AmpC inh no detg; E = Sm TGR block; F = FBPA Giardia inh
CCOC(=O)c1c(NC(=O)Nc2ccc(F)cc2)sc2c1CCN(C)C2
  A: ?; B: 4%; C: ?; D: -12%; E: -7%; F: -10%
CC1CN(C(=O)c2cc3cc([N+](=O)[O-])ccc3oc2=O)CC(C)O1 (configuration not stated)
  A: -37; B: 0%; C: 2%; D: -27%; E: ·; F: -3%

High-throughput results from PubChem BioAssay.
